# Assay outcomes as filed in PubChem BioAssay.
# phage Ecoli inh = E. coli growth loss with phage present; growth absorbance; inhibition, % at 11.9 µM; hit rate 0.26% among 360,000; in the data active = inhibition above about 11%
# PvdQ acylase = P. aeruginosa PvdQ acylase inhibition | purified PvdQ acylase, fluorescence plate reader | inhibition, % at 10 µM | hit rate 0.063% among 340,000 | AID 488965; in the data active = inhibition above about 30%, passing the limit was not always enough; inconclusive = no clear call, values can overlap the other calls;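 also: 0% = vehicle neutral wells and 100% = reference inhibitor wells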
# Tat export inh = blocks Tat-dependent protein export in E. coli; inhibition, % at 10 µM; hit rate 0.036% among 340,000; AID 488895; E. coli MC4100 TorA-mCherry Tat export, fluorescence;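 active = mean replicate inhibition at least 50% and at least half of replicates individually reaching 50%; inconclusive = only one of the two criteria met; inactive = neither criterion met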;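 also: exported cargo escapes ClpAP degradation while cytoplasmic cargo is degraded and loses fluorescence; 0% = median of neutral control wells and 100% = median of NaSCN control wells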
# Wnt act = activates Wnt/beta-catenin signaling in a reporter cell assay; activator, plate reader; activation, % at 9.35 µM; hit rate 1.2% among 300,000; AID 743398; in the data active = activation above about 30%, passing the limit was not always enough; inconclusive = no clear call, values can overlap the other calls;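 also: 0% = neutral control wells and 100% = positive control wells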
# Rtt109 Vps75 = C. albicans Rtt109 histone acetyltransferase inhibition. Q5AAJ8. purified Rtt109/Vps75, ThioGlo CoA-SH fluorescence, 4 h. inhibition, % at 34.9 µM. hit rate 0.16% among 330,000. AID 540336;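 active = inhibition of at least 50% in every replicate; inconclusive = best replicate reaches 50% inhibition but some replicates fall short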
# Target sequence (Q5AAJ8 whole entry, looked up): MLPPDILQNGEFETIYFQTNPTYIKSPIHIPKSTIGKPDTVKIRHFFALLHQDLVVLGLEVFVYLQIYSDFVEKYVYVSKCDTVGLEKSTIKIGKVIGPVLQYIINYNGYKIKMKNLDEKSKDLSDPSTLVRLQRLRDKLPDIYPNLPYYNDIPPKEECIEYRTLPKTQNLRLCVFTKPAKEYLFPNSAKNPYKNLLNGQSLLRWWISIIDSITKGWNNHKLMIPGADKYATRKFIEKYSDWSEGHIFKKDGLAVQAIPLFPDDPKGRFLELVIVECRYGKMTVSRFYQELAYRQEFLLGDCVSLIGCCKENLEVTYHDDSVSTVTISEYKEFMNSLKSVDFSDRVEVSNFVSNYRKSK
# Ecoli viability = bacterial growth inhibition, counter-screen for AddAB inhibitors; E. coli V3065 growth, OD600 absorbance, 18 h; inhibition, % at 11.9 µM; hit rate 0.27% among 330,000;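 active = inhibition above the campaign's mean inhibition across all tested compounds plus 3 SD, cut at about 9.9% in these data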;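 also: uninfected addAB+ strain grown without phage in ampicillin broth; 0% = DMSO wells and 100% = ciprofloxacin 0.95 µg/ml wells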
# PfHsp90 set2 = reduces growth (ATP signal) of yeast expressing P. falciparum Hsp90; hit rate 0.32% among 310,000; S. cerevisiae expressing PfHsp90, BacTiter-Glo ATP, 48 h; yeast lacking PDR1 and PDR3 efflux regulators; inhibition, % at 9.4 µM;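 active = every replicate shows inhibition above about 80%, whatever the replicate mean, limit read from the data; inconclusive = mean inhibition reaches the set limit but some replicate falls short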;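 also: 0% = DMSO neutral controls and 100% = 20 µM radicicol positive controls; yeast relying on Plasmodium falciparum Hsp90 in place of its own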
# CAL PDZ FP = blocks peptide binding to human CAL PDZ domain. inhibition, % at 20 µM. hit rate 0.02% among 330,000. Q9HD26. AID 504414. purified CAL PDZ, TMR-peptide fluorescence polarization, 1 h;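 active = highest replicate inhibition of at least 40%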;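 also: plate controls were DMSO neutral control wells for no effect and unlabeled competitor peptide control wells for full effect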
#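 Read-out basis: mP drop reported as inhibition | Assay system: Tagged CAL PDZ protein CerCALP, purified | Benchmarks: Unlabelled peptide for full inhibition, DMSO wells as neutral | Schedule: 1 h incubation at room temperature before polarization reading | Buffer or medium: Sodium phosphate/NaCl buffer pH 7.4 with TCEP, IgG, Thesit | Doses: Single point, 20 µM | Measured by: Fluorescence polarization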
# DAGLB inhibitor = blocks human DAGLB lipase activity. AID 504411. Q8NCG7. inhibition, % at 5.17 µM. HEK293T DAGLB membrane lysate, EnzChek fluorogenic substrate. hit rate 0.059% among 340,000; in the data active = inhibition above about 34%;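 also: 0% = enzyme with vehicle and 100% = wells lacking enzyme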
# Target sequence (Q8NCG7 whole entry, looked up): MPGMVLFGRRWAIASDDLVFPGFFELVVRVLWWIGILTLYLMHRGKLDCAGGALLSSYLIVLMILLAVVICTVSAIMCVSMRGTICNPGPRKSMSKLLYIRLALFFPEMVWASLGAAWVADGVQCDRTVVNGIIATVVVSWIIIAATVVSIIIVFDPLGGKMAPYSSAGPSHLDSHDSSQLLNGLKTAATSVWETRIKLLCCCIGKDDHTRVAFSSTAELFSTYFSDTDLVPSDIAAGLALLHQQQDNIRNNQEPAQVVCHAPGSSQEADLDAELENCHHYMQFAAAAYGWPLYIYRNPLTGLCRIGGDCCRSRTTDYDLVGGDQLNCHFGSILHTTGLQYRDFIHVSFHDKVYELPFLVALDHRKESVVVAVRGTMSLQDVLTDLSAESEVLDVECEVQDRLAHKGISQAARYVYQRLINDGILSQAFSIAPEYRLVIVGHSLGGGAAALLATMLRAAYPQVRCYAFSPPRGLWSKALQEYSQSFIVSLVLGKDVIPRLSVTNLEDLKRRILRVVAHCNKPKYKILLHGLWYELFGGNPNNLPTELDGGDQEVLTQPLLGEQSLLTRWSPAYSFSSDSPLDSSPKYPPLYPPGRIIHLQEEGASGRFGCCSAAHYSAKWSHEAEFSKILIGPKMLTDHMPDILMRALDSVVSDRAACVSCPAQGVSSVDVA
# AddAB inh = less growth of phage-infected E. coli with AddAB; E. coli expressing H. pylori AddAB, absorbance growth; inhibition, % at 11.9 µM; hit rate 0.29% among 330,000; in the data active = inhibition above about 12%;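 also: 0% = vehicle wells of infected cells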
# * = called active by the depositor; ? = inconclusive; . = no result given.
1) COc1ccc(N2CCN(C(=O)CN(C)S(=O)(=O)c3cccs3)CC2)cc1
2) CN(C)/C=C1\C(=O)N(c2ccc([N+](=O)[O-])cc2)N=C1c1ccccc1
3) COc1ccccc1/C=C1\SC(=O)N(CCC(=O)N(C)C2CCS(=O)(=O)C2)C1=O (stereo unspecified)
4) CC(=O)Nc1cccc(/C(C)=N/NC(=S)NC(C)C)c1
5) Cc1ccccc1C(=O)NCC(c1ccco1)N1CCc2ccccc2C1 (stereo unspecified)
6) CC(=O)C1CCC2C3CCC4=CC(=O)C=CC4(C)C3C(=O)CC12C (stereo unspecified)

entry no.	1	2	3	4	5	6
phage Ecoli inh	4.5	2.1	1.1	2.9	1.3	2.1
PvdQ acylase	-3	8	-11	3	-17	0
Tat export inh	-5	-3	8	-2	1	4
Wnt act	-2	.	4	1	-3	-4
Rtt109 Vps75	5	1	7	-1	4	4
Ecoli viability	2.3	-2.3	-4.6	0.2	1.4	.
PfHsp90 set2	19	-7	5	-5	.	16
CAL PDZ FP	-1.6	0.7	-0.1	-0.9	-1.8	0.6
DAGLB inhibitor	1	8	-2	0	0	0
AddAB inh	3.3	2.2	1.2	1.1	-1.7	.

7) COc1ccccc1C(=O)NC(=S)Nc1ccccc1N1CCCC1
8) COc1ccc2c(c1)c(C)cc[n+]2Cc1ccccc1
9) O=C1c2ccccc2C(Nc2ccc3c(c2)OCCO3)N1Cc1ccco1 (stereo unspecified)
10) O=C(CN(c1ccccn1)S(=O)(=O)c1ccccc1)N/N=C/c1cccc([N+](=O)[O-])c1
11) CC(C)C(=O)NC(=S)Nc1ccc(S(=O)(=O)NC(C)(C)C)cc1
12) C=C(C)CNC(=S)N/N=C(\C)c1ccc(Cl)s1

entry no.	7	8	9	10	11	12
phage Ecoli inh	-1.6	0.2	0.5	3.4	0.6	-0.3
PvdQ acylase	-3	-14	-11	-8	-14	-8
Tat export inh	0	-7	-2	1	-2	-15
Wnt act	0	-3	-10	.	.	8
Rtt109 Vps75	-4	-7	5	3	2	-4
Ecoli viability	-1.2	.	0.7	-1.2	2.0	-2.1
PfHsp90 set2	.	-29	-4	12	-9	-41
CAL PDZ FP	-3.0	0.3	-0.5	-0.2	-1.1	-1.4
DAGLB inhibitor	-2	-1	4	1	-2	-3
AddAB inh	1.8	.	8.7	0.5	2.2	-0.1

# Records 7 to 11 from above:
7) COc1ccccc1C(=O)NC(=S)Nc1ccccc1N1CCCC1
8) COc1ccc2c(c1)c(C)cc[n+]2Cc1ccccc1
9) O=C1c2ccccc2C(Nc2ccc3c(c2)OCCO3)N1Cc1ccco1 (stereo unspecified)
10) O=C(CN(c1ccccn1)S(=O)(=O)c1ccccc1)N/N=C/c1cccc([N+](=O)[O-])c1
11) CC(C)C(=O)NC(=S)Nc1ccc(S(=O)(=O)NC(C)(C)C)cc1

entry no.	7	8	9	10	11
phage Ecoli inh	-1.6	0.2	0.5	3.4	0.6
PvdQ acylase	-3	-14	-11	-8	-14
Tat export inh	0	-7	-2	1	-2
Wnt act	0	-3	-10	.	.
Rtt109 Vps75	-4	-7	5	3	2
Ecoli viability	-1.2	.	0.7	-1.2	2.0
PfHsp90 set2	.	-29	-4	12	-9
CAL PDZ FP	-3.0	0.3	-0.5	-0.2	-1.1
DAGLB inhibitor	-2	-1	4	1	-2
AddAB inh	1.8	.	8.7	0.5	2.2

# Next section
13) CC(C)CN(C(=O)CSc1nc2ccccc2c(=O)n1C)C1CCS(=O)(=O)C1 (stereo unspecified)
14) Cc1ccc(NS(=O)(=O)c2cc(C(=O)N3CCN(C)CC3)ccc2C)cc1C
15) CSCC[C@H](NC(=O)Nc1ccc(S(N)(=O)=O)cc1)C(=O)O
16) CCCN1CCN(C(=O)CCCNC(=O)Cn2cnc3sc(C)c(C)c3c2=O)CC1
17) O=C(CCNS(=O)(=O)c1ccc(Cl)cc1)NCc1ccccn1
18) Cc1cnc(C)c(N2CCN(Cc3nc(-c4ccc(C)o4)oc3C)CC2)n1

entry no.	13	14	15	16	17	18
phage Ecoli inh	3.3	3.2	3.1	-3.2	3.0	4.0
PvdQ acylase	-5	-1	-5	-2	2	3
Tat export inh	-1	9	-6	-5	1	3
Wnt act	-3	-13	-5	.	-1	-1
Rtt109 Vps75	0	1	-5	5	26	0
Ecoli viability	3.0	0.2	1.0	0.8	-0.2	-0.4
PfHsp90 set2	15	18	-12	1	.	-36
CAL PDZ FP	0.9	-0.7	0.4	-0.5	-1.8	-2.5
DAGLB inhibitor	2	1	-1	1	-4	-1
AddAB inh	2.5	2.6	-0.9	-0.2	-2.6	-0.9

19) COc1cccc(NC(=O)C2CSC3(C)CCC(=O)N23)c1 (stereo unspecified)
20) CN(C(=O)c1ccncc1)c1ccccc1
21) CCC(C)NC(=O)c1ccc(N2CCC3(CC2)OCCO3)c([N+](=O)[O-])c1 (stereo unspecified)
22) CCn1ncc(C(=O)Nc2ccc(S(=O)(=O)N3CCCC3)cc2)c1C
23) CCCCNc1ncnc2sc3c(c12)CCN(CCC)C3
24) O=C(NCc1ccccc1)c1ccc2c(c1)OCCO2

entry no.	19	20	21	22	23	24
phage Ecoli inh	0.4	-2.1	3.3	4.9	0.9	3.3
PvdQ acylase	-13	-6	3	-7	0	-16
Tat export inh	-8	4	-3	-10	2	2
Wnt act	1	3	1	.	-1	18
Rtt109 Vps75	3	7	-1	-3	-7	11
Ecoli viability	-3.7	-0.4	-2.2	3.2	0.8	0.2
PfHsp90 set2	.	19	5	-3	10	-20
CAL PDZ FP	-2.5	-2.4	-0.3	-0.5	-0.2	0.7
DAGLB inhibitor	-2	-2	3	-4	-2	-2
AddAB inh	1.1	0.6	3.2	6.0	0.8	3.2

# Brought forward from above: 2 entries, followed by the next part.
23) CCCCNc1ncnc2sc3c(c12)CCN(CCC)C3
24) O=C(NCc1ccccc1)c1ccc2c(c1)OCCO2
25) Cc1cc(C)n(-c2ccc(C(=O)OCC(=O)NC(c3ccccc3)c3ccccc3)cc2)n1
26) N#Cc1cn(CC(=O)O)c2ccccc12
27) CCCN(CC(=O)Nc1ccccc1OC)C(=O)c1cnc(Cl)c(Cl)c1
28) CC1=CN2C(=NC(=O)CC2(C)C(=O)N(CC(=O)NC2CCCC2)c2cc(C)cc(C)c2)C=C1 (stereo unspecified)
29) O=C(NCc1ccco1)c1cc([N+](=O)[O-])ccc1Cl
30) COc1ccc(NC(=O)CCOc2ccccc2F)cc1S(=O)(=O)N1CCCCC1

entry no.	23	24	25	26	27	28	29	30
phage Ecoli inh	0.9	3.3	3.1	1.4	-2.6	4.9	-1.2	2.8
PvdQ acylase	0	-16	-9	-4	-10	-16	-15	-9
Tat export inh	2	2	0	-4	-3	2	-2	6
Wnt act	-1	18	.	-1	-2	-2	0	-3
Rtt109 Vps75	-7	11	1	0	-2	-32	-4	-2
Ecoli viability	0.8	0.2	-1.0	-3.3	-0.6	-0.3	0.9	0.4
PfHsp90 set2	10	-20	11	2	-17	-4	23	.
CAL PDZ FP	-0.2	0.7	-0.7	-1.9	-1.0	-0.2	-0.1	-2.0
DAGLB inhibitor	-2	-2	1	-1	0	-5	0	-3
AddAB inh	0.8	3.2	-0.2	0.5	1.5	-1.3	3.5	-2.8

31) N#Cc1c(C(F)(F)F)cc(-c2cccs2)nc1SCc1ccc(Cl)nc1
32) CCCn1nc(C(=O)Nc2ccc(N3CCOCC3)cc2)c2ccccc2c1=O
33) CC(OC(=O)c1ccc(NC(=O)CC#N)cc1)C(=O)Nc1nc(-c2ccccc2)cs1 (stereo unspecified)
34) Cc1ccc(-c2nc(NC(=O)CSc3ncn[nH]3)ns2)cc1
35) COc1cc(NC(=O)c2ccccc2)c(OC)cc1Cl
36) CCOc1ccc2nc(N3C(=O)/C(=C/c4ccc(Cl)cc4)NC3=S)sc2c1

entry no.	31	32	33	34	35	36
phage Ecoli inh	0.3	0.9	3.0	0.3	1.4	-0.9
PvdQ acylase	-13	2	0	-35	-14	-10
Tat export inh	3	-4	5	-1	6	-14
Wnt act	.	-6	-3	5	.	6
Rtt109 Vps75	-3	-3	0	-3	4	1
Ecoli viability	0.6	0.7	-0.9	-0.5	1.8	.
PfHsp90 set2	-1	1	4	-12	16	-2
CAL PDZ FP	-0.9	-0.7	-3.9	-2.9	-1.3	0.4
DAGLB inhibitor	-1	0	1	-5	-3	-2
AddAB inh	2.5	0.9	-0.4	-0.2	0.0	.

37) COc1cccc(/C=C/C(=O)OCC(=O)Nc2ccc(N3CCOCC3)cc2)c1OC
38) COc1ccccc1-c1sc2cc3c(cc2c1-c1ccc2c(c1)OCO2)OCO3
39) O=C(Nc1ccccc1OC(=O)c1ccc(Cl)cc1)c1ccc(Cl)cc1
40) Cc1ccc(C(=O)CN(C(=O)c2ccc(Cl)c(Cl)c2)N2C(=O)C3C4C=CC(C4)C3C2=O)cc1 (stereo unspecified)
41) COC(=O)C1=CN(Cc2ccc(C)cc2)C=C(C(=O)OC)C1c1cc(OC)c(OC)c(OC)c1
42) CCn1c(-c2csc(C(C)C)c2)n[nH]c1=S

entry no.	37	38	39	40	41	42
phage Ecoli inh	3.0	0.6	4.8	2.6	-1.3	2.4
PvdQ acylase	-10	-3	-15	-7	-14	-1
Tat export inh	3	17	-6	-4	9	-14
Wnt act	3	12	?	-3	0	4
Rtt109 Vps75	5	4	0	-3	-1	-2
Ecoli viability	1.0	0.7	-0.7	-1.8	1.6	1.7
PfHsp90 set2	-29	1	3	39	-14	8
CAL PDZ FP	-2.0	0.0	-0.1	-1.4	-1.4	-1.3
DAGLB inhibitor	0	-5	-1	-4	-2	2
AddAB inh	-0.4	0.9	2.0	-0.2	3.5	4.8

43) CCOCCCN(C(=O)CCC(=O)Nc1cc(C)on1)C(C(=O)NC(C)(C)C)c1ccccc1Cl (stereo unspecified)
44) Cc1cccc(C(C)C)c1NC(=O)COC(=O)COc1ccc2c(C)cc(=O)oc2c1
45) COc1ccc(C(CC(=O)N2CCN(c3ccccc3)CC2)c2c(O)cc(OC)cc2OC)cc1 (stereo unspecified)
46) CC1(C)Cc2c(cnn2-c2cccc(F)c2)C(NC(=O)CCc2cnccn2)C1 (stereo unspecified)
47) CC[C@@]12C(=O)N(c3cccc(C)c3)C(=O)N1[C@H](c1ccc(Br)cc1)[C@@H]1C(=O)N(C(C)(C)C)C(=O)[C@@H]12
48) COc1cccc(CN(C)CCCn2cnc(C(=O)Nc3ccc(C)c(C)c3)n2)c1
49) Cc1noc(C)c1COc1ccccc1C(=O)NCc1ccccc1Cl
50) NC(=O)CSc1nnc(-c2ccccc2)c(-c2ccccc2)n1
51) CCCC(=O)Nc1ccc(C(=O)COC(=O)C2CC2C)cc1 (stereo unspecified)

entry no.	43	44	45	46	47	48	49	50	51
phage Ecoli inh	3.1	-0.2	0.6	1.1	0.9	0.6	3.2	0.3	2.0
PvdQ acylase	-2	-9	-15	-7	4	-15	-15	-15	11
Tat export inh	-3	1	4	4	4	3	0	2	10
Wnt act	0	2	-1	8	-1	-5	-3	12	45*
Rtt109 Vps75	7	-2	13	-1	9	7	1	1	10
Ecoli viability	-0.1	0.0	-3.2	-0.8	-1.2	.	-1.2	-1.9	-0.7
PfHsp90 set2	-6	4	.	-1	-10	6	10	5	4
CAL PDZ FP	-2.1	-0.6	-0.8	-2.0	-0.7	-2.0	-0.9	-1.2	-1.1
DAGLB inhibitor	1	-1	1	0	-4	-3	2	-1	1
AddAB inh	4.7	0.9	1.4	5.2	0.2	.	4.5	0.2	2.2
